DAGLB inhibitor: diacylglycerol lipase beta (human) inhibition. Q8NCG7. HEK293T DAGLB membrane lysate, EnzChek fluorogenic substrate. inhibition, % at 5.17 µM. 340,000 tested, 0.059% active. AID 504411; in the data active = inhibition above about 34%;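 note: 0% = enzyme with vehicle and 100% = wells lacking enzyme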
Cardiac RTF inh: cardiac RTF calcium desensitization. P19429+P45379. IANBD-labeled cardiac RTF, Ca2+ fluorescence. inhibition, % at 7.15 µM. 340,000 tested, 0.12% active;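 active = inhibition above the mean inhibition of all tested compounds plus 3 SD, cut at about 17% in these data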;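 note: assay run at fixed EC70 calcium of 1.6 mM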
SR-BI uptake up: enhances SR-BI lipid uptake from DiI-HDL; CHO ldlA[mSR-BI] cells, DiI-HDL uptake fluorescence, 3 h; 100 = double the neutral-control signal; 320,000 tested, 0.096% active; AID 504775; activation, % at 12.5 µM;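 active = mean replicate activation of at least 60% and every replicate at or above 60%; inconclusive = mean or all-replicate condition met, but not both; inactive = mean below 60% and not all replicates reaching 60%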;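 note: 0% = median plate neutral-control signal and 100% = twice that signal; values of inactives mirror those of a sister screen read the other way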
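Test system: SR-BI-overexpressing, LDLR-lacking CHO cells. Measured by: DiI fluorescence, bottom read. Medium: Ham's F12 with 0.5% BSA, HEPES 25 mM, pH 7.4. Timing: 3 h uptake period with compound, 37 °C.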
PvdQ inh: P. aeruginosa PvdQ acylase inhibition; inhibition, % at 10 µM; AID 488965; purified PvdQ acylase, fluorescence plate reader; 340,000 tested, 0.063% active; in the data active = inhibition above about 30%, passing the limit was not always enough; inconclusive = no clear call, values can overlap the other calls;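 note: 0% = vehicle neutral wells and 100% = reference inhibitor wells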
Arr AP2 block: inhibitors of human beta-arrestin and AP2 interaction; FITC-arrestin peptide / GST-AP2 beads, flow cytometry; AP2 beta2 appendage carries R879A mutation; inhibition, % at 10 µM; 340,000 tested, 0.31% active; AID 504490;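 active = inhibition above a set limit, near 3 SD of compounds lacking own fluorescence, cut at about 54% in these data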;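 note: plate controls were DMSO wells for no effect and 5 µM unlabelled arrestin peptide for full effect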
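Material – GST-tagged AP2 beta2-adaptin appendage (R879A) on 4 µm glutathione beads · Probe or stimulus – fluorescein-tagged arrestin peptide at 50 nM final · Timing – 12 min plus 1 h, RT · Detection – bead flow cytometry, FITC channel · Read-out basis – inhibition as reduced fluorescein signal on beads, percent · Medium – PBS plus Tween 20 (0.05%) and BSA (0.1%)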
LANA DNA inh: blocks KSHV LANA C-terminal domain binding to DNA. AID 504423. 340,000 tested, 0.078% active. inhibition, % at 9 µM. MBP-C-LANA/FAM-LBS DNA binding, fluorescence polarization;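 active = highest replicate inhibition at or above 60% at 9 µM, even if other replicates fall short; inactive = all replicates below 60% inhibition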;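 note: 0% = neutral control wells and 100% = 4 µM acridine orange control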
PKA-R2B act: activates the human PKA-R2B holoenzyme complex. P22694+P31323. PKA-R2B holoenzyme dissociation, Cy5-IP20 fluorescence polarization; R2B truncated from residue 108, S112A mutant; 0% DMSO only, 100% 113 µM cGMP. activation, % at 11.4 µM. 340,000 tested, 0.079% active. AID 504700;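 active = activation above a cutoff set at the mean over all compounds plus 3 SD, cut at about 18% in these data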;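 note: higher means more holoenzyme dissociation and a rise in polarization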
SR-BI DiI inh: inhibitors of mouse SR-BI mediated HDL lipid uptake; inhibition, % at 12.5 µM; AID 488896; ldlA[mSR-BI] CHO cells, DiI-HDL uptake fluorescence, 3 h; 320,000 tested, 0.96% active; Q61009;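 active = mean replicate inhibition of at least 70% and a set share of replicates each scoring 70 or more; inconclusive = meets just one of the two criteria; inactive = fails both criteria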;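 note: 0% = median of neutral control wells and 100% = median of positive control wells; values of inactives mirror those of a sister screen read the other way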
Keap1 Nrf2 FP: inhibitors of human Keap1-Nrf2 protein-protein interaction. Q14145. Keap1 Kelch-Nrf2 peptide fluorescence polarization, 1536-well. inhibition, % at 9.4 µM. 340,000 tested, 0.15% active; in the data active = inhibition above about 12%; inconclusive = no clear call, values can overlap the other calls; inactive = below about 7.3%;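 note: human Keap1 Kelch domain with fluorescein labeled Nrf2 9mer peptide probe; 0% = neutral control wells and 100% = peptide positive control; higher means more block of Keap1 binding to Nrf2 peptide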
NSD2 inh: NSD2 (human) methyltransferase inhibition; O96028; NSD2 peptide methylation, AlphaScreen, 120 min; inhibition, % at 12.5 µM; 310,000 tested, 0.54% active; AID 743445; in the data active = inhibition above about 50%
Target sequence (O96028 whole entry, looked up): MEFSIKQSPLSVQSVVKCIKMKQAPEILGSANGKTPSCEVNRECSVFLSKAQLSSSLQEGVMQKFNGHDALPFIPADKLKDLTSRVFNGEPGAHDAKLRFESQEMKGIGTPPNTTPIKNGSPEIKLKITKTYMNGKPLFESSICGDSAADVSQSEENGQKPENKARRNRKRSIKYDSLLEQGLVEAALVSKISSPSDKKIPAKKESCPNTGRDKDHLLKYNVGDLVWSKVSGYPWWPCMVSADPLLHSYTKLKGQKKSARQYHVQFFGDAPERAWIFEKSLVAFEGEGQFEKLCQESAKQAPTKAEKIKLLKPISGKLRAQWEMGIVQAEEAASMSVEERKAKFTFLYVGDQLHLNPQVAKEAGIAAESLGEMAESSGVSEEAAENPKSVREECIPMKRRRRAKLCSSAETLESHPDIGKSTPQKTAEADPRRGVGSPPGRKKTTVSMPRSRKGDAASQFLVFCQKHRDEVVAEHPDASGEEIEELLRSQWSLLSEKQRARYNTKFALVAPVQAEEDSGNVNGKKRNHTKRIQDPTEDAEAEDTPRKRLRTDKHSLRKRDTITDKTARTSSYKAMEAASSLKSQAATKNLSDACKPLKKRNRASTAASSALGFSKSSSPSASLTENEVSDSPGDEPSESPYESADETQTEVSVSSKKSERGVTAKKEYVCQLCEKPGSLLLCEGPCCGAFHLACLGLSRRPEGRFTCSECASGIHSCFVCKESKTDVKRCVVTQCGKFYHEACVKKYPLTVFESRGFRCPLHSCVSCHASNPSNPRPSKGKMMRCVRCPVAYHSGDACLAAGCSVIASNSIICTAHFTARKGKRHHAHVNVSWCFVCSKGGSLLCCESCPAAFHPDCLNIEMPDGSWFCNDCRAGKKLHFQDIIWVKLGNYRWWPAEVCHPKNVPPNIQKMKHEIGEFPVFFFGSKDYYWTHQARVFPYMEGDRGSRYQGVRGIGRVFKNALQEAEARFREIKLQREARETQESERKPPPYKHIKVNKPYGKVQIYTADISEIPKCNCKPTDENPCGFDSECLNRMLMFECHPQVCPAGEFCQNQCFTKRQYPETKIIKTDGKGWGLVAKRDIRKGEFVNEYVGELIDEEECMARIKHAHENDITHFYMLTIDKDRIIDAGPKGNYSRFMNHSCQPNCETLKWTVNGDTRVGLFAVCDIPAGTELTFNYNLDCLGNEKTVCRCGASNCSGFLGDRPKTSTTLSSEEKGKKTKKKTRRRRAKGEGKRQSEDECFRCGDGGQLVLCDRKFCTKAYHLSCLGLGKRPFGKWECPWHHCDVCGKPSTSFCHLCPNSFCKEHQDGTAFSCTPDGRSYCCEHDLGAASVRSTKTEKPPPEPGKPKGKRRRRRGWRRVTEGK
The depositor's hits bear a star; ? = inconclusive; · = not tested or not shown. This is a random part of the collection; any-hit rate near 2.1%.

SMILES | DAGLB inhibitor | Cardiac RTF inh | SR-BI uptake up | PvdQ inh | Arr AP2 block | LANA DNA inh | PKA-R2B act | SR-BI DiI inh | Keap1 Nrf2 FP | NSD2 inh
COc1ccc(/C=N/NC(=O)CCSc2nc3ccccc3s2)cc1OC | 2 | -4 | -30 | 0 | 22 | 0.5 | -4 | 30 | 1 | 1
CCCN1CCN(CCCNC(=O)c2cc3c(=O)[nH]c4ccccc4c3s2)CC1 | 2 | 3 | -4 | -4 | -5 | -1.8 | -8 | 4 | 0 | 15
Cn1cc(CC(=O)NCCN2CCOCC2)c2ccccc21 | -3 | 8 | 11 | -1 | 1 | -0.7 | 2 | -11 | -1 | 18
Cc1nn(C)cc1CNC(=O)C1CCC(=O)N(Cc2cccc(C(F)(F)F)c2)C1 (centres undefined) | 0 | -7 | 4 | -4 | 6 | 1.4 | 8 | -4 | -1 | 1
COc1ccc(C(=O)C2CCCN(Cc3ccc(Sc4nncn4C)o3)C2)cc1F (centres undefined) | · | · | 11 | -9 | 6 | 1.2 | · | -11 | 0 | 1
CCOc1ccc2nc(SCC(=O)NC(=O)NCc3ccco3)[nH]c2c1 | 1 | -2 | -44 | -19 | 2 | -1.1 | 7 | 44 | -7 | 3
COc1ccc(S(=O)(=O)N2CCCCCC2)cc1C(=O)N(C)Cc1ccc(OC)c(OC)c1OC | 2 | -13 | -29 | -6 | 10 | -0.4 | 1 | 29 | -2 | -4
Cc1ccc(S(=O)(=O)N2CCOCC2)cc1NC(=O)CN(C)C1CCS(=O)(=O)C1 (centres undefined) | -1 | -4 | · | -3 | 32 | -0.3 | 1 | · | 1 | -4
COc1ccc(CCN2CCCC(CN(C)Cc3cc(OC)c(OC)c(OC)c3)C2)cc1 (centres undefined) | -2 | -6 | -10 | -14 | -2 | -1.1 | -2 | 10 | -3 | 6
COC(=O)N/N=C/c1cccc(OCCSc2ccc(Cl)cc2)c1 | -1 | -11 | -16 | -3 | -1 | 0.2 | -3 | 16 | -5 | -1
O=C(O)CCC(=O)N1CCN(c2ccccn2)CC1 | 1 | 5 | 50 | -13 | -7 | -1.5 | -1 | -50 | -2 | -2
Cc1ccc2nc(Cn3cc(C(F)(F)F)cc(Cl)c3=O)cc(=O)n2c1 | 0 | -8 | 9 | -5 | 12 | -1.6 | 1 | -9 | -1 | -7
COCCNC(=O)c1onc(CSc2nc3ccccc3[nH]2)c1C(=O)NCCOC | 1 | 0 | 0 | -13 | 10 | 3.7 | 0 | 0 | -1 | ·
COc1ccc(OCCCC(=O)OCC(=O)Nc2ccc(Cl)cn2)cc1 | -1 | -21 | 2 | -8 | -12 | -0.5 | -1 | -2 | 2 | 3
O=C1C(Oc2ccccc2)C(c2ccc3c(c2)OCO3)N1CCc1ccc(F)cc1 (centres undefined) | -9 | -3 | -3 | -8 | -3 | -0.5 | 4 | 3 | -3 | -2
COc1ccc(CCN(C)C(=O)c2cccc(S(=O)(=O)NCc3ccccc3)c2)cc1OC | 0 | 2 | -8 | -1 | -1 | -0.2 | 3 | 8 | -1 | ·
CCc1nnc(NC(=O)CSc2nnc(-c3ccoc3C)n2-c2cccc(C)c2)s1 | -1 | -3 | -14 | 3 | -1 | -0.3 | -5 | 14 | -6 | 1
COc1ccc(CCNC(=O)COC(=O)c2ccc(Br)o2)cc1 | -7 | -8 | 8 | -16 | 0 | 0.8 | -3 | -8 | -6 | 2
COc1ccc(/C=N/NC(=O)c2ccccc2O)cc1Cn1nnc2ccccc21 | 0 | 1 | 12 | -8 | -6 | 0.3 | -4 | -12 | -6 | 7
CCC(C)NC(=O)NC1C(NC(=O)NC(C)CC)N(C)C(=O)N1C (centres undefined) | -1 | 0 | 14 | -18 | -7 | -0.7 | 4 | -14 | -1 | -4
O=C1C=C(O)C(n2cncn2)C(c2ccc(F)cc2)C1 (centres undefined) | -1 | -7 | 10 | -10 | 12 | -0.2 | -2 | -10 | -3 | -4
Cc1ccc(NC(=O)CNC(=O)C2CCCCC2)nc1 | 2 | -35 | 29 | -7 | 4 | 2.0 | 2 | -29 | 7 | -3
CCC(C)NC(=O)C(=O)NCC1CCCN1CC (centres undefined) | 1 | -8 | 26 | -9 | 3 | 0.3 | 8 | -26 | -1 | 1
COc1ccc(C(c2nnnn2C2CCCCC2)N2CCN(c3ccc(OC)cc3)CC2)cc1 (centres undefined) | 0 | 0 | -6 | -8 | 5 | 0.4 | -11 | 6 | -2 | 6
Oc1c(C=Nc2cccnc2)sc2ccccc12 | -1 | -9 | -1 | 3 | 12 | -4.3 | -10 | 1 | -1 | -10
COC(=O)C1CSc2[nH]c(=O)sc2C1c1ccc(O)c(OC)c1 (centres undefined) | -2 | -19 | -34 | -11 | -10 | -0.8 | 6 | 34 | 5 | 5
Cc1ccccc1C(=O)Nc1ccccc1N1CCN(C(=O)c2ccccc2)CC1 | -5 | -2 | -33 | -6 | -9 | -0.7 | -18 | 33 | 2 | -2
CC(=O)c1c(C)[nH]c(C(=O)OCC(=O)Nc2cc(C)on2)c1C | -2 | 0 | -24 | 6 | -2 | -2.1 | -16 | 24 | -3 | -4
CCOC(=O)NC(=O)CSc1nc2ccc(C)cc2[nH]1 | -6 | -5 | 10 | 12 | 15 | 0.1 | -5 | -10 | -6 | -1
CCc1nc(SCC(=O)NNC(=O)c2ccc(C)cc2)c2ccccc2n1 | -3 | -36 | · | -13 | -6 | 0.2 | 3 | · | 0 | 1
COc1cc(/C=N/NC(=O)C2CCN(CC(O)COCc3ccccc3)CC2)cc(OC)c1OC (centres undefined) | 8 | -2 | -13 | -13 | -9 | -2.6 | -3 | 13 | -1 | ·
CCc1ccccc1C1=CC(=O)C[C@H](c2ccc(OC)cc2)C1 | -9 | -1 | -18 | -7 | -3 | 1.1 | 6 | 18 | -4 | ·
COc1cccc(NC(=O)C(c2ccccc2)N2CCNC(=O)C2)c1 (centres undefined) | -2 | 8 | 33 | -7 | -11 | 0.8 | -4 | -33 | -1 | ·
Cc1cc(OCC(=O)NCC2CCC(C(=O)O)CC2)c2c(C)c(C)c(=O)oc2c1 (centres undefined) | -6 | 2 | -5 | -2 | -4 | -1.9 | -8 | 5 | -1 | ·
CC(=O)OCC(=O)c1ccc2ccn(C(C)=O)c2c1 | 0 | -8 | 6 | -6 | 9 | -0.5 | -2 | -6 | 3 | 0
CC(C)(C)c1cc[n+](-c2[nH]c(=O)sc2/C=N/NC([S-])=Nc2ccccc2)cc1 | -18 | -127 | 5 | -14 | 28 | 51 | -2 | -5 | 31* | 0
O=C(NCc1ccc(Cl)cc1)C1CCN(C(=O)c2ccco2)CC1 | -2 | -9 | · | 6 | 3 | -1.4 | -4 | · | 1 | 5
CCCn1c(SCC(=O)Nc2ccc(Cl)cn2)nnc1C1CC1 | -1 | -7 | 18 | -15 | -9 | -0.9 | 0 | -18 | -1 | 26
COc1ccccc1C(=O)Nc1ccnn1C1CCN(CCCc2ccccc2)CC1 | 0 | -6 | 6 | -2 | -15 | -0.7 | -10 | -6 | 3 | 6
Cc1cccc(NS(=O)(=O)c2cccc(C(=O)NNC(=O)c3ccccc3O)c2)c1 | 7 | -3 | -72 | -8 | -4 | -1.2 | 4 | ? | -1 | 2
Cc1cc(=O)oc2ccc(OC(=O)CC(C)C)cc12 | 1 | -7 | 5 | -9 | -3 | -0.9 | 11 | -5 | -4 | -2
N#CCCn1cc(C(=O)CN2C(=O)NC3(CCCCCC3)C2=O)c2ccccc21 | -3 | 2 | -2 | 12 | -16 | 0.5 | -7 | 2 | -1 | 4
CCCCn1nnnc1SCC(=O)NCc1ccccc1 | -4 | -17 | 6 | 5 | 16 | 0.2 | -3 | -6 | 2 | 1
Cc1nn2c(N3CCN(CCO)CC3)c3c(nc2c1-c1ccccc1)CCCC3 | 1 | -4 | -3 | 15 | 5 | 1.5 | -5 | 3 | -4 | -4
O=C(CCCn1c(=O)[nH]c2cc(Cl)ccc2c1=O)NCCN1CCN(c2ccccc2)CC1 | 0 | -2 | -37 | -11 | -2 | -0.1 | -2 | 37 | -5 | 6
CC/C(=N\NC(=O)c1c(-c2ccccc2)noc1C)c1ccc(C)o1 | 1 | 5 | -1 | -10 | 2 | -0.3 | -8 | 1 | -4 | -1
CCOc1ccc(N2C(=O)CC(N3CCC(O)(c4ccc(Br)cc4)CC3)C2=O)cc1 (centres undefined) | -2 | -7 | -35 | -12 | 0 | 0.5 | 10 | 35 | -2 | 1
Cc1nn(Cc2noc(C(=O)NCC3CCCO3)n2)c(C)c1Br (centres undefined) | -1 | 4 | 14 | -13 | 3 | 1.3 | -6 | -14 | -4 | -6
O=S(=O)(c1ccc2ccccc2c1)N1CCN(c2ccc(O)cc2)CC1 | 5 | -2 | 19 | -4 | 9 | 0.3 | 12 | -19 | 1 | 5
COC(=O)c1cc(C)ccc1OCc1ccc([N+](=O)[O-])cc1 | -3 | -11 | -27 | -6 | -16 | -2.8 | -15 | 27 | 4 | -1
CCN(CC)C(=O)c1c(-c2ccccc2)oc2ccc(O)cc12 | -2 | 1 | -13 | 11 | 29 | 3.0 | -4 | 13 | -3 | 1
COCCN(C(=O)c1ccc2ccccc2c1)c1c(N)n(Cc2ccccc2)c(=O)[nH]c1=O | 1 | -7 | 11 | -21 | -2 | 1.6 | -17 | -11 | -8 | 0

Reprinted at random: 5 entries already listed, in no set order.
SMILES | DAGLB inhibitor | Cardiac RTF inh | SR-BI uptake up | PvdQ inh | Arr AP2 block | LANA DNA inh | PKA-R2B act | SR-BI DiI inh | Keap1 Nrf2 FP | NSD2 inh
Cc1nn(Cc2noc(C(=O)NCC3CCCO3)n2)c(C)c1Br (centres undefined) | -1 | 4 | 14 | -13 | 3 | 1.3 | -6 | -14 | -4 | -6
CC/C(=N\NC(=O)c1c(-c2ccccc2)noc1C)c1ccc(C)o1 | 1 | 5 | -1 | -10 | 2 | -0.3 | -8 | 1 | -4 | -1
CCOc1ccc(N2C(=O)CC(N3CCC(O)(c4ccc(Br)cc4)CC3)C2=O)cc1 (centres undefined) | -2 | -7 | -35 | -12 | 0 | 0.5 | 10 | 35 | -2 | 1
COCCN(C(=O)c1ccc2ccccc2c1)c1c(N)n(Cc2ccccc2)c(=O)[nH]c1=O | 1 | -7 | 11 | -21 | -2 | 1.6 | -17 | -11 | -8 | 0
CCN(CC)C(=O)c1c(-c2ccccc2)oc2ccc(O)cc12 | -2 | 1 | -13 | 11 | 29 | 3.0 | -4 | 13 | -3 | 1

High-throughput results deposited in PubChem by several laboratories.
